# HTR2A ag: mouse HTR2A agonism via beta-arrestin recruitment | P35363 | CHO-K1 mHTR2A beta-arrestin complementation, luminescence; percent of 30 µM serotonin response | activation, % at 7.6 µM | 360,000 tested, 0.66% active;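 active means activation above a run cutoff, the mean activation of all tested compounds plus 3 SD, cut at about 14% in these data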;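 further: 0% = plate median of compound wells and 100% = 30 µM serotonin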
# Cardio protect: myocardial damage modulation in H9c2 cells; 360,000 tested, 0.63% active; protection from H2O2 cell death, % at 20 µM; H9c2 cardiomyocytes, H2O2 injury protection, ATPLite, 2 h;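 active means compounds giving at least 50% protection of heart cells from peroxide-induced death in the single-dose screen, raw or plate-pattern-corrected value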;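 further: 0% = DMSO wells with peroxide and 100% = DMSO wells without peroxide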
# MC4R antagonist: antagonists of human melanocortin 4 receptor (MC4R); MC4R-expressing cells, MTII-stimulated cAMP, LANCE TR-FRET; inhibition, % at 6.5 µM; 360,000 tested, 0.48% active;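 active means inhibition above its plate's cutoff, the mean of tested wells on that plate plus 3 SD, cut at about 29% in these data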;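 further: 0% = Melanotan II alone and 100% = Melanotan II plus saturating MCL0020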
# Target sequence (P32245 whole entry, looked up): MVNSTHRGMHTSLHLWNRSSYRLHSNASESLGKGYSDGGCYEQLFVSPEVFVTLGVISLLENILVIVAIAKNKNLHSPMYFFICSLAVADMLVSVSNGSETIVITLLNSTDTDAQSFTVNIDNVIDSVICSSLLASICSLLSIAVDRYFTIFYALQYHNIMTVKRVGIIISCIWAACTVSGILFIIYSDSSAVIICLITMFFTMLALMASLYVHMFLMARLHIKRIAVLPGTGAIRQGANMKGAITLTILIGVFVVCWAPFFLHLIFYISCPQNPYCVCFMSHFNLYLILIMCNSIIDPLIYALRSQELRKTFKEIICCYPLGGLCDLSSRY
#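 System: U2OS cells stably expressing human melanocortin 4 receptor (MC4R). Reagent: Melanotan II challenge after compound preincubation. Doses: 6.5 µM. Times: 30-min compound, 1-h challenge, 1-h detection, room temperature. Measured by: TR-FRET with Eu-cAMP and labeled anti-cAMP, 671 nm. Replicates: singlicate.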
# NOD2 RIPK2 PPI: blocks binding of human NOD2 to RIPK2; inhibition, % at 4.98 µM; AID 624267; 360,000 tested, 0.38% active; CHO BLA complementation NOD2-RIPK2, CCF4 ratio; O43353; in the data active means inhibition above about 21%;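 further: 0% = vehicle only and 100% = reference blocker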
# Target sequence (O43353 whole entry, looked up): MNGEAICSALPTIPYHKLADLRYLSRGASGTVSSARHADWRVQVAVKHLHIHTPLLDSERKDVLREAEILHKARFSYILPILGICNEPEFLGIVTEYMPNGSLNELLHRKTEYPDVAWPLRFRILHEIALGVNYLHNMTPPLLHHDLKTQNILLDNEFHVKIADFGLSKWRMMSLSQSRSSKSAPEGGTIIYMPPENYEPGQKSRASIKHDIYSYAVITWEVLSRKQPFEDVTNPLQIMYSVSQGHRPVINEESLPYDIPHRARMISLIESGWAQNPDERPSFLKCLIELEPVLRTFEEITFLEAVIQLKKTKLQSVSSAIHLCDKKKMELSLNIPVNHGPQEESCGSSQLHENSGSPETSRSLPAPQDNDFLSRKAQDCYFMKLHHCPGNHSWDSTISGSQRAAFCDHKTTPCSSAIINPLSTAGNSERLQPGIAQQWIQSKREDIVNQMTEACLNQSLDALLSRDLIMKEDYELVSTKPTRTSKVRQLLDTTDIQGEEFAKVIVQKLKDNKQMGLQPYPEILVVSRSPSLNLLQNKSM
# Glyco luc inh: blocks N-linked glycosylation in D54 reporter cells; D54 ERlucT glycosylation luciferase reporter, 24 h; percent of 100 nM tunicamycin response; reporter increase, % at 12.5 µM; 360,000 tested, 0.23% active; AID 588692;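 active means mean luciferase reporter signal, scaled so untreated is 0 and the glycosylation-blocking control 100, at or above a set limit in every replicate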;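 further: luciferase carries N-glycosylation sites so blocking glycosylation raises the light; 0% = median of neutral control wells and 100% = median of 100 nM tunicamycin wells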
# ABHD5 PLIN5 PPI: blocks binding of human ABHD5 to perilipin-5; inhibition, % at 4 µM; Split G. princeps luciferase complementation, luminescence, 4 h; Q00G26+Q8WTS1; 360,000 tested, 0.78% active;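 active means inhibition above the mean inhibition across every tested compound plus 3 SD, cut at about 22% in these data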;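 further: 0% = DMSO only wells and the 100% control is not disclosed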
# SRC2 inh: inhibits human steroid receptor coactivator 2 | Q15596 | 370,000 tested, 0.17% active | inhibition, % at 9 µM | HEK293 GAL4-SRC2 luciferase reporter, luminescence;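 active means inhibition above the mean inhibition of all tested compounds plus 3 SD, set per campaign, cut at about 52% in these data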;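 further: 0% = DMSO treated cells and 100% = cells given Gossypol at 36 µM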
# TLR9-MyD88 block: TLR9-MyD88 interaction inhibition; AID 504734; CHO BLA complementation TLR9-MyD88, CCF4 FRET ratio; inhibition, % at 4.98 µM; Q9NR96+Q99836; 340,000 tested, 0.21% active;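 active means inhibition above the mean over all tested compounds plus 3 SD, cut at about 21% in these data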;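 further: 0% = DMSO only wells and 100% = clavulanate BLA inhibitor control wells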
# MC4R ag barr: activates human MC4R beta-arrestin recruitment | P32245 | AID 540308 | activation, % at 8.9 µM | 360,000 tested, 0.98% active | U2OS MC4R beta-arrestin complementation, luminescence; percent of melanotan II response, DMSO zero;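 active means activation above a per-plate cutoff, the mean activation of sample wells on that plate plus 3 SD, cut at about 8% in these data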
# ABCB6 inh MLPCN: inhibitors of human ABC transporter ABCB6. Q9NP58. K562-ABCB6 porphyrin accumulation, flow cytometry, 1 h; active compounds read low. fluorescence ratio to DMSO, % at 10 µM. 360,000 tested, 0.19% active. AID 602162;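 active means fluorescence ratio to DMSO below 75%, the collection mean minus 3 SD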;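 further: signal is porphyrin accumulated inside mitochondria; 100% equals median channel fluorescence of DMSO control wells; lower ratio means ABCB6 inhibition with less porphyrin fluorescence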
# Numbers without * were called inactive; . = not tested or not shown; & = joins results of further samples; ! = not active in a repeat.
SMILES,HTR2A ag,Cardio protect,MC4R antagonist,NOD2 RIPK2 PPI,Glyco luc inh,ABHD5 PLIN5 PPI,SRC2 inh,TLR9-MyD88 block,MC4R ag barr,ABCB6 inh MLPCN
O=C(Nc1ccc(Cl)c([N+](=O)[O-])c1)c1ccncc1,2,-4,4,2,1,1,-4,-9,-1.1,97
O=C(CCC1CCCCC1)NCCN1C2=NC[C@H](Cc3ccc(O)cc3)N2C[C@H]1Cc1ccc(O)cc1,-5,-12,9,5,2,5,-20,0,2.0,92
CCOC(=O)c1cccc(NC(=O)COc2nsnc2N2CCOCC2)c1,4,2,-2,-7,3,3,12,-11,0.9,94
Cc1ccc(C)c(NC(=O)c2ccc(N(C)S(C)(=O)=O)cc2)c1,2,0,10,-1,0,-1,4,-4,-2.0,86
Cc1nc2sc(C)c(C)c2c(=O)o1,-1,0,3,2,1,-9,-20,-11,0.9,109
COc1cc(C2C3=C(COC3=O)Oc3cc4c(cc32)OCO4)cc(OC)c1OC(C)=O (centres undefined),3,16,-14,9,9,-4,9,5,0.3,100
Cc1cc(C(=O)COC(=O)CNC(=O)c2ccco2)c(C)n1Cc1ccco1,-3,-4,4,-1,1,-2,-9,-4,0.3,102
CCC(C)[C@H](NC(=O)C1CCC(CNC(=O)[C@@H]2CCCN2C(=O)OC(C)(C)C)CC1)C(=O)O (some centres undefined),0,-4,2,3,2,-1,3,1,0.2,97
CC(=O)NC(Cc1ccccc1)C(=O)N1CCN(C(=O)c2cccs2)CC1 (centres undefined),-4,2,-5,-12,0,-5,9,0,-0.9,92
Cc1ccc(CN2CCN(Cc3ccccc3-c3ccco3)CC2CCO)o1 (centres undefined),2,-4,3,-5,-1,12,-17,5,-0.7,97
CCc1ccc(C(=O)OCC(=O)Nc2c(C)n(C)n(-c3ccccc3)c2=O)cc1,5,0,2,-5,-1,0,-1,2,1.1,101
Cc1ccc(Cn2cnc3c(cnn3C(C)(C)C)c2=O)cc1,-7,-10,7,11,-3,3,17,1,0.8,95
Cc1nnc(SCC(=O)NNC(=O)c2ccc(Br)cc2)n1C,-3,0,2,-5,3,1,8,.,-2.2,97
CCC(C)c1ccccc1NC(=O)COC(=O)C1=NN(c2ccccc2)C(=O)CC1 (centres undefined),-1,17,-1,-1,1,0,-9,6,-1.5,92
Cc1ccc(OCCC(=O)OCC(=O)N2c3ccccc3NC(=O)C2(C)C)cc1,-2,-3,-4,4,1,5,20,-15,2.3,100
COC1OC(CO)C(O)C(O)C1O (centres undefined),-2,0,7,8,0,-6,-22,-1,0.1,97
CN1C[C@@H]2C[C@@H](C3=Cc4cc(Cl)ccc4OC3)N3CCC[C@@]23C1=O,5,5,14,-4,4,0,4,-11,0.9,96
COc1cc([N+](=O)[O-])cc(CN2CCCCC2)c1O,-1,-1,-7,-11,0,-4,6,-6,1.5,105
COCCNC(=O)CSc1ccccc1C(=O)O,1,12,2,-1,0,4,6,-13,-2.4,94
COc1cc2c(cc1OC)CN(C(=O)CCc1c[nH]c3ccccc13)[C@H](C(=O)O)C2,-2,-3,2,-7,4,0,-8,6,-0.3,102
C(=C\c1ccccc1)/CN1CCN(C(CCc2ccccc2)c2nnnn2-c2ccc3c(c2)OCCO3)CC1 (centres undefined),-4,-3,.,-14,-8,5,-2,.,.,99
COc1ccc([C@H]2C[C@H](O)[C@@H](n3cc(COC(=O)c4ccccc4)nn3)CN2C(=O)C2CCCCC2)cc1,3,-9,7,15,2,-5,-33,-14,-0.4,91
CC1CCC(NC(=O)COC(=O)CCC(=O)c2ccc(Cl)s2)CC1 (centres undefined),7,-4,5,6,2,2,-13,1,1.3,88
Cc1ccc(O)c(CO)n1,0,1,4,-7,2,-3,16,0,-0.7,93
COc1cc(NCCCn2cnc3c(OC)ncnc32)cc(OC)c1OC,-2,-6,-2,8,2,2,-14,11,-0.1,102
Cc1cc(C)c(NC(=O)C2CCCN2CCOC(=O)c2ccccc2)c(C)c1 (centres undefined),1,2,1,-6,3,3,-15,-3,0.6,103
COc1cccc(C(C)(O)c2nc(-c3cnn(C)c3)cs2)c1 (centres undefined),1,1,2,12,1,6,14,.,0.6,97
CCCc1nnc(NC(=O)CCC(=O)N2CCCCC2)s1,-2,7,2,-1,2,4,-18,18,-2.5,97
O=C1[C@H]2[C@@H](c3ccc(C(F)(F)F)cc3)N[C@]3(CCCN(Cc4ccccc4)C3=O)[C@H]2C(=O)N1Cc1ccccc1,2,-10,18,5,4,-3,-18,-1,0.1,98
Cc1ccc(N2CC(C(=O)Nc3ccc(S(=O)(=O)Nc4nccs4)cc3)CC2=O)cc1C (centres undefined),-1,2,3,-6,1,0,-15,0,0.1,101
Cc1cc(=O)oc2cc(OCC(=O)Nc3c(Cl)cccc3C(F)(F)F)ccc12,6,-2,9,-11,-9,-6,-23,1,-0.1,99
CCc1ccc(CCC(=O)Nc2ccc(Cl)cc2)o1,-2,0,-4,1,-2,-8,-17,-5,-0.8,92
CC(=O)c1c(C)[nH]c(C(=O)COC(=O)c2nccnc2N)c1C,6,7,5,-2,1,-3,-4,1,-1.4,94
CCc1ccc(C(=O)O)cc1,4,-2,-1,-6,0,2,13,-2,0.1,97
CCN(CC(=O)Nc1ccc(NC(C)=O)cc1)C(=O)/C=C/c1ccc([N+](=O)[O-])cc1,7,-2,6,-6,-3,9,-23,6,-2.3,91
CCCCNc1c(-c2ccc(SC(C)CC)cc2)nc2ccccn12 (centres undefined),0&2,-12,10,22*!,-9,-18&4,-26&-67,10,0.0,94&98
C#CCCc1ccccc1/C=[N+](/C)[O-],-4,-12,14,-6,5,-9,-47,3,-1.6,101
O=C(c1[nH]c(C(F)(F)F)nc1-c1ccccc1)N1CCN(c2ncccc2C(F)(F)F)CC1,4,-4,.,-3,-2,0,14,.,.,99
CCOc1cccc(C(=O)Nc2cccc(C(C)=O)c2)c1,1,-5,3,-5,3,0,-26,-13,-3.0,84
COc1ccc(NC(=O)C2C3C=CC(O3)C2C(=O)O)cc1 (centres undefined),3,7,8,9,0,2,5,11,0.6,95
O=C(C1=C[C@@H](c2ccc(Br)cc2)C[C@@H](OCc2ccc(CO)cc2)O1)N1CCOCC1,-2,0,1,-12,1,-2,-16,-1,-0.1,94
O=C1c2cccnc2C(=O)N1CO,-2,-1,-4,-3,2,-5,-36,3,-1.1,99
COCCCNC(=O)CCn1c(=O)c2ccccc2n(CC(=O)Nc2ccccc2C)c1=O,-1,8,4,1,-1,0,9,-4,-0.1,90
CCOC(=O)N1CCN(C(=O)c2cc(-c3ccc(F)cc3)[nH]c2C)CC1,0,3,8,-6,-2,-1,-6,-5,-0.8,99
Cc1cc(C)n(-c2nc3c(c(=O)n(C)c(=O)n3C)n2C)n1,1,4,4,3,1,0,13,-6,1.3,107
O=C(COC(=O)Cc1c[nH]c2ccccc12)NC1CCS(=O)(=O)C1 (centres undefined),5,-2,-1,-4,1,1,-8,1,-4.1,93
O=C(Cn1cnc2scc(-c3ccc(Cl)cc3)c2c1=O)N1CCOCC1,-1,-4,12,-16,0,-2,10,-12,-0.4,96
O=C(C1COc2ccccc2O1)N1CCc2ccccc2C1 (centres undefined),5,7,11,-11,-7,4,-39,3,-1.6,97
O=C(Nc1ccc(S(=O)(=O)N2CCCCC2)cc1)C1CCN(C(=O)c2ccc(F)cc2)CC1,-8,-9,11,-18,-9,-7,20,-2,-3.0,91
CC(Sc1nc(-c2ccccc2)cc(C(F)(F)F)n1)C(=O)N1CCCC1 (centres undefined),-1,18,-2,1,0,-4,-24,-1,-1.3,102
CCN(C(=O)COC(=O)c1cn(-c2ccccc2)nc1-c1ccccc1)C1CCS(=O)(=O)C1 (centres undefined),-4,2,8,3,-2,-1,-35,3,-3.5,97

# 3 compounds out of the list, arranged by length of the SMILES, rising:
SMILES,HTR2A ag,Cardio protect,MC4R antagonist,NOD2 RIPK2 PPI,Glyco luc inh,ABHD5 PLIN5 PPI,SRC2 inh,TLR9-MyD88 block,MC4R ag barr,ABCB6 inh MLPCN
O=C(Cn1cnc2scc(-c3ccc(Cl)cc3)c2c1=O)N1CCOCC1,-1,-4,12,-16,0,-2,10,-12,-0.4,96
O=C(COC(=O)Cc1c[nH]c2ccccc12)NC1CCS(=O)(=O)C1 (centres undefined),5,-2,-1,-4,1,1,-8,1,-4.1,93
CC(Sc1nc(-c2ccccc2)cc(C(F)(F)F)n1)C(=O)N1CCCC1 (centres undefined),-1,18,-2,1,0,-4,-24,-1,-1.3,102

# Part of the list above in another layout:
Cc1cc(C)n(-c2nc3c(c(=O)n(C)c(=O)n3C)n2C)n1
  HTR2A ag: 1 | Cardio protect: 4 | MC4R antagonist: 4 | NOD2 RIPK2 PPI: 3 | Glyco luc inh: 1 | ABHD5 PLIN5 PPI: 0 | SRC2 inh: 13 | TLR9-MyD88 block: -6 | MC4R ag barr: 1.3 | ABCB6 inh MLPCN: 107

CCN(C(=O)COC(=O)c1cn(-c2ccccc2)nc1-c1ccccc1)C1CCS(=O)(=O)C1 (centres undefined)
  HTR2A ag: -4 | Cardio protect: 2 | MC4R antagonist: 8 | NOD2 RIPK2 PPI: 3 | Glyco luc inh: -2 | ABHD5 PLIN5 PPI: -1 | SRC2 inh: -35 | TLR9-MyD88 block: 3 | MC4R ag barr: -3.5 | ABCB6 inh MLPCN: 97

O=C1c2cccnc2C(=O)N1CO
  HTR2A ag: -2 | Cardio protect: -1 | MC4R antagonist: -4 | NOD2 RIPK2 PPI: -3 | Glyco luc inh: 2 | ABHD5 PLIN5 PPI: -5 | SRC2 inh: -36 | TLR9-MyD88 block: 3 | MC4R ag barr: -1.1 | ABCB6 inh MLPCN: 99

# Some of the compounds tested (hit frequency here may not be typical).
